Screening data from PubChem.
LMNA splice mod: changes lamin A minigene splicing in HeLa cells | HeLa LMNA splicing GFP/RFP minigene ratio, 48 h | Potency, µM (series often up to 46.1 µM), without a hit: at the highest dose ratio change, negative = inhibition, hits mostly inhibitors | AID 1487 | 0.01% of 200,000 active; active = well fitted inhibition curve with a large enough effect in the signal ratio, with a control signal flat, not every such curve was filed as active; inconclusive = small, poorly fitted or top-dose-only effect, or effect the other way, or a change in a side signal; the % refers to the signal ratio; note: potency is the fitted concentration of half-maximal effect; % is set by controls: 0 for no effect and ±100 for the full control effect
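S3 HeLa stable clones carrying a lamin A-EGFP splicing minigene plus DsRed2 were seeded at 600 cells/well in Opti-MEM with 2% FBS, pin-dosed and incubated 48 h at 37°C. Acumen cytometry (488 nm) gave the GFP/RFP total-intensity ratio.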
Luc counter: counter-screen: inhibitors of Kinase-Glo firefly luciferase; 0.28% of 200,000 active; Q27757; Kinase-Glo luciferase, ATP luminescence, 8 min; Potency, µM (top dose mostly 38.3 µM), for the others: at the highest dose activity change, negative = inhibition, actives largely listed as inhibitors; note: potency is the fitted concentration of half-maximal effect; % is set by controls: 0 for no effect and ±100 for the full control effect; nearly all actives have a fitted effect of over 60% in size
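Compound is pinned into ATP-containing buffer (10 uM ATP, imidazole pH 7.2, 7 mM MgCl2). Kinase-Glo luciferase reagent is then added. Light output is recorded following an 8-min room-temperature incubation.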
HTT aggregate: mutant huntingtin aggregation inhibition; Potency, µM (series often up to 46.1 µM), inactives show at the top dose activity change, negative = inhibition, hits mostly inhibitors; 1.1% of 220,000 active; PC12 HttQ103-GFP aggregates, Acumen cytometry, 40 h; note: potency is the fitted concentration of half-maximal effect; % is set by controls: 0 for no effect and ±100 for the full control effect; nearly all actives have a fitted effect of over 60% in size
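Huntingtin Q103 exon 1–GFP aggregates in induced PC12 cells (100 nM tebufenozide) were quantified by cytometry from lysates, with compounds dosed in titration.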
NPSR antag: antagonists of human neuropeptide S receptor cAMP signaling. Q6W5P4. CHO-NPSR cells, cAMP TR-FRET, antagonist mode. Potency, µM (series often up to 38.3 µM), without a hit: at the highest dose activity change, negative = inhibition, usual class: inhibitors. 1% of 220,000 active. AID 1461; note: potency is the fitted concentration of half-maximal effect; % is set by controls: 0 for no effect and ±100 for the full control effect; nearly all actives have a fitted effect of over 50% in size; many of its hits are not listed in these tables
Target sequence (Q6W5P4 whole entry, looked up): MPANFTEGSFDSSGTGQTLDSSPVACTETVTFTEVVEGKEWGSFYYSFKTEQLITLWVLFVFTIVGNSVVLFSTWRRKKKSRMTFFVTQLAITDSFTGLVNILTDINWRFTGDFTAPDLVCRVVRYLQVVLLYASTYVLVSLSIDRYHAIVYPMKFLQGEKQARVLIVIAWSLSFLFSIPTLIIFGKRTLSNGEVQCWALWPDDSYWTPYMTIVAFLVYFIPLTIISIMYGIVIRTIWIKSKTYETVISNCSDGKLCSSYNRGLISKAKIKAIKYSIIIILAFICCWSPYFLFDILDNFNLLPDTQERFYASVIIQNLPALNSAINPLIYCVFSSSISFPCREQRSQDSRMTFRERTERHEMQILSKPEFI
CBFb-RUNX1 inh: CBF-beta/RUNX1 interaction disruption. Q01196+Q13951. AlphaScreen CBFb-His/RUNX1-biotin binding, biochemical. Potency, µM (doses to about 59.8 µM), without a hit: at the highest dose activity, negative = inhibition, hits mostly inhibitors. 230,000 tested, under 10 active; note: % of control where 0% means no effect
Target sequence (Q01196 whole entry, looked up): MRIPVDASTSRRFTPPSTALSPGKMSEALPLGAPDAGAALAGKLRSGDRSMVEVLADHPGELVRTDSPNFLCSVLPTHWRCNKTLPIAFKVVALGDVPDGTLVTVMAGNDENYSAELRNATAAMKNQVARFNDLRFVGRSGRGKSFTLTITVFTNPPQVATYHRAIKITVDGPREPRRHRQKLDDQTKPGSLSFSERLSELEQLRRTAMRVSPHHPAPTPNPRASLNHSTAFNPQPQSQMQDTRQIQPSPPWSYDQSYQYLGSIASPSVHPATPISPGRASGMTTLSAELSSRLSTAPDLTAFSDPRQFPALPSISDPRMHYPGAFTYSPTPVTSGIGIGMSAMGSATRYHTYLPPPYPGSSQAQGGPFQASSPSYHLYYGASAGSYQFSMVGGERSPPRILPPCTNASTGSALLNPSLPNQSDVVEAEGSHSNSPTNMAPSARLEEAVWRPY
Target sequence (Q13951 whole entry, looked up): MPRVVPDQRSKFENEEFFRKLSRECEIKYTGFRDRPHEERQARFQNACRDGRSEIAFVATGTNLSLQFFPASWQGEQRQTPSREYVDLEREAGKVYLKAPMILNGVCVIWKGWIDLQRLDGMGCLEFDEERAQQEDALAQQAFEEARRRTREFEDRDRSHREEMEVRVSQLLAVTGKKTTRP
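CBF-beta (His) and RUNX1 (biotin), 30 nM each; 20 min preassociation; + compound, 15 min; + beads 50 ng each (Ni, streptavidin), 90 min; RT; AlphaScreen read.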
IMPase Li cell: cell-permeable IMPase inhibitors with lithium potentiation; CHO-M1 cells, IP1 TR-FRET (IP-One), carbachol + lithium; Potency, µM (titrated, usually from 59.4 µM), inactives show top-dose activity, negative = IMPase inhibition, actives largely listed as inhibitors; 0.35% of 210,000 active; AID 1457;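 note: IP1 builds up when IMPase is blocked and the TR-FRET signal falls; potency is the fitted concentration of half-maximal effect; plate controls were basal vehicle for no effect and high inhibitor control for full effect; nearly all actives have a fitted effect of over 50% in size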
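IP1 accumulation measured by competitive TR-FRET in lysed CHO-M1 cells after 30 min compound exposure at 37C, with a small lithium addition to potentiate weak responses. Hill-equation AC50 from ratio and donor-channel data.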
Epigenetic reg: regulators of epigenetic silencing causing reporter derepression in mouse cells; murine LDR cells, GFP reporter derepression, 30 h; Potency, µM (top dose mostly 53.9 µM), for inactives: at the highest dose GFP activation, actives largely listed as activators; 0.2% of 280,000 active; AID 1865; note: potency is the fitted concentration of half-maximal effect; % of control where 0% means no effect; nearly all actives have a fitted effect of over 60% in size
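Murine LDR cells carrying a silenced, genomically integrated CMV-driven GFP reporter were exposed to compound for 30 hours at 37 C. After PBS washes, GFP-positive cells (20–120 um objects) were counted by laser-scanning microplate cytometry.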
Starred values were filed as active, the others as inactive; u = inconclusive; x = not tested or not shown; & = joins results of further samples; [ ] = another dose, or the depositor's remark. Unless noted, calls come from the whole dose curve; as a rule, active = well fitted curve in the direction sought with a large enough effect; inconclusive = small, poorly fitted or top-dose-only effect, or another doubt; inactive = no such curve, though single readings can be large; an effect the other way counts as inactive or inconclusive. A portion of the library (hit frequency here may not be typical).

SMILES,LMNA splice mod,Luc counter,HTT aggregate,NPSR antag,CBFb-RUNX1 inh,IMPase Li cell,Epigenetic reg
Cc1nn(Cc2ccccc2Cl)c(C)c1C(=O)NCCN1C(=O)S/C(=C\c2ccccc2)C1=O,13%,1%,21%,-22%,8%,2%,0.0%
CC(=O)NC/C(C)=N\Nc1ccc([N+](=O)[O-])cc1,x,2%,-5%,-11%,-3%,-6%,1.2%
CC(=O)Nc1cccc(-c2csc(NCc3ccco3)n2)c1,-4%,-4%,6%,-5%[46.1 µM],-5%,31%[38.3 µM],0.0%
O=C(NCc1c(Cl)cccc1Oc1ccccc1)c1ccccc1,u,x,6%[9.22 µM],37%,5%,x,1.1%
COC(=O)C1CCN(c2cc(=O)n(-c3ccc(OC)cc3)c(=O)[nH]2)CC1,-6%,1%,-19%,-2%[46.1 µM],7%,16%[38.3 µM],0.0%
CN(C)c1ccc(/C=[N+](\[O-])C2SC(=S)N(C)C2(C)C)cc1 (configuration not stated),6%,1%,-10%,-27%[46.1 µM],6%,-18%[38.3 µM],-0.5%
Cc1c(C)n(Cc2ccccc2)c2ccc(C(=O)OCCCN(C)C)cc12,x,0%,-14%[9.22 µM],-17%,-1%,23%,-1.1%
Cc1[nH]c(C)c(Cl)c(=O)c1Cl,u,0%,8%,x,0%,6%,4.0%
CCOc1ccccc1N1CCN(Cc2cccc(OC)c2OC)CC1,-9%,-4%,3%,-9%[46.1 µM],-5%,29%[38.3 µM],-1.1%
Cc1onc(-c2c(F)cccc2Cl)c1C(=O)Nc1ccccc1N1CCOCC1,x,x,-7%[9.22 µM],56%,-12%,x,3.1%
OCc1ccc(-c2nn(Cc3ccccc3)c3ccccc23)o1,u,-3%,x,-18%[46.1 µM],u,-6%&-3%,u
Nc1cc2ccncc2c2ccccc12,x,x,0.35µM*,18%,0%,x,0.1%
Cc1ccc(Cn2nnc3c(=O)[nH]c(C4CCN(S(=O)(=O)c5cc(C)ccc5C)CC4)nc32)cc1,u,-1%,u,u,1%,0%[38.3 µM],-1.1%
O=C(c1cccs1)c1coc2ccc(O)cc12,3%,-17%,10%,9%[46.1 µM],-1%,-13%[38.3 µM],-1.1%
Cc1ccc(O)c(-c2cc(C(=O)Nc3ccc(S(=O)(=O)N4CC(C)OC(C)C4)cc3)[nH]n2)c1 (configuration not stated),u,4%,-7%,-8%[46.1 µM],16%,3%,0.0%
NNc1ncnc2sc3c(c12)CCC3,14%[46 µM],-1%,-1%,-8%,-3%,1%,3.2%
O=[N+]([O-])c1ccc(CSc2ncnc3ccccc23)cc1,8%[9.22 µM],1%,7%,-46%,-3%,11%,1.1%
CC(CCc1ccccc1)NC(=O)CSc1nnnn1C (configuration not stated),0%,11%,-6%,3%[7.67 µM],3%,-2%[38.3 µM],1.5%
O=C(NC1CC1)c1ccc(-c2nc3ccccc3s2)s1,-4%,u,-7%,-7%[46.1 µM],4%,-11%[38.3 µM],-1.1%
CCCCOc1ccc(NC(=O)C2CC=CCC2C(=O)O)cc1 (configuration not stated),-3%,0%,-18%,-19%[46.1 µM],-7%,33%[38.3 µM],2.0%
CCC1C(=O)N=C(SCC(=O)Nc2ccccc2)NC1=O (configuration not stated),12%,3%,5%,1%[46.1 µM],-3%,-11%,-0.8%
COc1ccc(-c2cc3ccccc3n2CC(O)Cn2nc(C)cc2C)cc1 (configuration not stated),u,-3%,-4%,-25%[7.67 µM],-5%,-6%[38.3 µM],6.7%
CCC(C)(C)NC(=O)c1cc([N+](=O)[O-])ccc1N1CCOCC1,-6%,-1%,14%,2%,-1%,-2%,1.1%
Cc1ccc(Oc2nc(-c3ccccc3)ncc2S(C)(=O)=O)cc1,7%,4%,-8%,-10%[46.1 µM],6%,4%[38.3 µM],-1.1%
N#Cc1ccccc1-n1c(N)c(C(=O)N2CCCC2)sc1=S,8%[0.0737 µM],1%,u,-1%[46.1 µM],0%,-7%[38.3 µM],-0.9%
O=C(NC(=S)NCC1CCCO1)c1ccccc1[N+](=O)[O-] (configuration not stated),x,3%,-8%[9.22 µM],-8%,4%,-10%,-4.2%
Cc1ccc(-c2cc(C(=O)O)n(-c3ccc(S(N)(=O)=O)cc3)n2)cc1,x,0%,1%,14%,-2%,0%,-0.7%
CCOC(=O)C1(CC2CCCCO2)CCN(Cc2c(C)cc(C)cc2-n2cccn2)CC1 (configuration not stated),x,1%,-17%,21%,2%,23%,0.2%
O=C(NNc1cc(N2CCOCC2)nc(N2CCOCC2)n1)c1ccc([N+](=O)[O-])cc1,u,-7%,2%[9.22 µM],-15%,-3%,5%,3.1%
CN(C)/C=C1\Oc2ccc3ccccc3c2C1=O,-4%[46 µM],-23%,6%,-6%,12%,5%,0.0%

Four entries from above, as labelled records:
COc1ccc(-c2cc3ccccc3n2CC(O)Cn2nc(C)cc2C)cc1 (configuration not stated)
- LMNA splice mod = u
- Luc counter = -3%
- HTT aggregate = -4%
- NPSR antag = -25%[7.67 µM]
- CBFb-RUNX1 inh = -5%
- IMPase Li cell = -6%[38.3 µM]
- Epigenetic reg = 6.7%

Cc1ccc(-c2cc(C(=O)O)n(-c3ccc(S(N)(=O)=O)cc3)n2)cc1
- LMNA splice mod = x
- Luc counter = 0%
- HTT aggregate = 1%
- NPSR antag = 14%
- CBFb-RUNX1 inh = -2%
- IMPase Li cell = 0%
- Epigenetic reg = -0.7%

O=C(NC(=S)NCC1CCCO1)c1ccccc1[N+](=O)[O-] (configuration not stated)
- LMNA splice mod = x
- Luc counter = 3%
- HTT aggregate = -8%[9.22 µM]
- NPSR antag = -8%
- CBFb-RUNX1 inh = 4%
- IMPase Li cell = -10%
- Epigenetic reg = -4.2%

CCOC(=O)C1(CC2CCCCO2)CCN(Cc2c(C)cc(C)cc2-n2cccn2)CC1 (configuration not stated)
- LMNA splice mod = x
- Luc counter = 1%
- HTT aggregate = -17%
- NPSR antag = 21%
- CBFb-RUNX1 inh = 2%
- IMPase Li cell = 23%
- Epigenetic reg = 0.2%

(further entries)
SMILES,LMNA splice mod,Luc counter,HTT aggregate,NPSR antag,CBFb-RUNX1 inh,IMPase Li cell,Epigenetic reg
COCCC(=O)N1CCCC(CNS(=O)(=O)c2ccc(OC)cc2)C1 (configuration not stated),1%[46 µM],-1%,-9%[9.22 µM],-12%,-2%,1%,-2.6%
O=C(CNC(=O)c1ccccc1F)OCC(=O)N1CCCCC1,-9%,0%,-10%,15%,0%,2%,-1.0%
COc1cc([N+](=O)[O-])cc(/C=N/NC(=O)c2cc(C)nc3ccccc23)c1O,x,x,5%[9.22 µM],-2%,u,x,8.0%
COc1cc2[nH]c(=S)n(Cc3cccs3)c(=O)c2cc1OC,u,-1%,30%,-24%,-5%,0%,-0.3%
COc1ccc(NC2=Nc3cccc4cccc2c34)cc1,-5%,-1%,-10%,-40%,4%,22%,-0.9%
CCc1ccccc1NC(=S)N(CCCN(C)C)Cc1cc2cc3c(cc2[nH]c1=O)OCO3,x,-1%,9%[9.22 µM],-9%,6%,8%,1.0%
CCOC(=O)c1sc(Nc2ccc(Br)cc2)nc1C,x,x,4%[9.22 µM],u,5%,x,1.8%
O=C(CN1C(=O)c2ccccc2C1=O)OCC(=O)N1CCc2ccccc2C1,7%,0%,6%,-11%[46.1 µM],4%,6%[38.3 µM],-2.6%
Cc1noc(C)c1-c1nc(N2CCNCC2)c2ccccc2n1,-21%,-4%,x,x,x,0%,-0.8%
CS(=O)(=O)c1ccc(Cn2c3c(c4cc(F)cc(F)c42)CCC[C@H]3CC(=O)O)cc1,x,4%,x,x,4%[21.7 µM],12%,-0.4%

Six compounds out of the list above, arranged by the number in NPSR antag, highest first:
canonical_smiles	HTT aggregate	NPSR antag	CBFb-RUNX1 inh	IMPase Li cell	Epigenetic reg
O=C(CNC(=O)c1ccccc1F)OCC(=O)N1CCCCC1	-10%	15%	0%	2%	-1.0%
COc1cc([N+](=O)[O-])cc(/C=N/NC(=O)c2cc(C)nc3ccccc23)c1O	5%[9.22 µM]	-2%	u	x	8.0%
CCc1ccccc1NC(=S)N(CCCN(C)C)Cc1cc2cc3c(cc2[nH]c1=O)OCO3	9%[9.22 µM]	-9%	6%	8%	1.0%
COCCC(=O)N1CCCC(CNS(=O)(=O)c2ccc(OC)cc2)C1 (configuration not stated)	-9%[9.22 µM]	-12%	-2%	1%	-2.6%
COc1cc2[nH]c(=S)n(Cc3cccs3)c(=O)c2cc1OC	30%	-24%	-5%	0%	-0.3%
COc1ccc(NC2=Nc3cccc4cccc2c34)cc1	-10%	-40%	4%	22%	-0.9%

Later entries.
SMILES,LMNA splice mod,Luc counter,HTT aggregate,NPSR antag,CBFb-RUNX1 inh,IMPase Li cell,Epigenetic reg
O=C1c2ccccc2-c2c1cccc2C(=O)N1CCCCC1,-10%,2%,-11%,-4%,8%,2%,0.0%
CC(C)NS(=O)(=O)c1ccc(OCC(=O)NCc2ccccc2)cc1,5%,0%,-6%,-24%[46.1 µM],12%,-10%[38.3 µM],-0.8%
Cc1c(C=O)c2ccccn2c1C(=O)c1cccs1,3%[46 µM],0%,-24%,4%,-13%,0%,-5.1%
CCOC(=O)c1c(NS(=O)(=O)c2cccc(OC)c2)sc2c1CCC2,-14%,0%,-6%,u,-4%,20%[38.3 µM],1.1%
C=CCC1CCCC(=O)N2CC[C@H](O)C12 (some centres not stated),12%,3%[39.9 µM],-2%,17%,u,6%&-4%,-0.8%[96.6 µM]
CC(C)CNC(=S)NC(=O)c1ccc([N+](=O)[O-])cc1,11%,-4%,20%,-17%[46.1 µM],-15%,2%[38.3 µM],0.0%
Cn1c(SCC(=O)c2ccccc2)nnc1-c1ccc(O)cc1,1%,4%,-2%,-21%[46.1 µM],-2%,60%[activator][38.3 µM],-3.0%
